GAA inh = inhibitors of human lysosomal alpha-glucosidase | AID 1466 | purified human GAA, 4-MU-alpha-glucoside fluorescence | 200,000 compounds, 0.005% hits | Potency, µM (titrated, usually from 76.9 µM), without a hit: at the top dose activity change, negative = inhibition, hits mostly inhibitors;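 also: plate controls were uninhibited enzyme wells for no effect and no-enzyme background for full effect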
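AC50 values come from Hill fits of compound titrations (up to 77 uM) against 4 nM human enzyme. Substrate 4-methylumbelliferyl-alpha-D-pyranoside at 400 uM, pH 5.0 citrate buffer, 20 min room temperature; fluorescence Ex 365/Em 440 after alkaline stop.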
Epigenetic derep = derepresses silenced GFP reporter in murine cells; 280,000 compounds, 0.2% hits; Potency, µM (titrated, usually from 53.9 µM), without a hit: top-dose GFP activation, hits mostly activators; AID 1865; murine LDR cells, GFP reporter derepression, 30 h; also: % of control where 0% means no effect; nearly all actives have a fitted effect of over 60% in size
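GFP-positive cell count by laser-scanning cytometry (objects 20–120 um) after 30 h, 37 C compound exposure of murine LDR cells; reporter is CMV-GFP integrated at a silenced locus, inducible by HDAC or DNMT inhibitors.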
aGlu spleen mod = inhibitors or activators of human alpha-glucosidase in spleen homogenate. 240,000 compounds, 0.006% hits. Potency, µM (top dose mostly 79.9 µM), inactives show at the top dose activity change, negative = inhibition, most hits filed as inhibitors. human spleen homogenate, 4-MU-alpha-glucoside fluorescence. P10253;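 also: 0% = enzyme with vehicle and -100% = no enzyme basal signal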
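Human spleen homogenate (1 ug) with 4-methylumbelliferyl-alpha-D-glucopyranoside (1 mM final) in 50 mM citrate/phosphate pH 5.0, 0.01% Tween-20; 40 min at 37 C. Stopped at pH 10; 4-MU fluorescence Ex 365/Em 440 nm; AC50 by Hill fit.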
GLA spleen mod = alpha-galactosidase A (human) modulation. human spleen homogenate, 4MU-alpha-Gal fluorescence, 40 min. Potency, µM (top dose mostly 80 µM), without a hit: at the top dose activity change, negative = inhibition, usual class: inhibitors. 240,000 compounds, 0.008% hits;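 also: 0% = enzyme with vehicle and -100% = no enzyme basal signal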
Target sequence (P06280 32-429 limits assumed): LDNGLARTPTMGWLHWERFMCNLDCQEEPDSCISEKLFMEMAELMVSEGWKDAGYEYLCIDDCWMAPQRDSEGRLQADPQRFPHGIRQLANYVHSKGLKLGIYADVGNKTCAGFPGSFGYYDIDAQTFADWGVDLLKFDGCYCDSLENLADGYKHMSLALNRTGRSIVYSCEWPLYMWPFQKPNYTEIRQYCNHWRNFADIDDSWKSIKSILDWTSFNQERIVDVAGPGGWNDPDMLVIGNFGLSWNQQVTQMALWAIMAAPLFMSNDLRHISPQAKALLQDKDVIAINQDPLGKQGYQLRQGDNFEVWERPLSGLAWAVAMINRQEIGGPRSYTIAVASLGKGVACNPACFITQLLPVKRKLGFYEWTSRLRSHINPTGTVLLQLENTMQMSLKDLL
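Human spleen homogenate (1 ug) as enzyme source, 4-methylumbelliferyl-alpha-D-galactopyranoside 1 mM final, citrate/phosphate pH 5.0 with 0.01% Tween-20. Compounds 40 min at 37C, NaOH/glycine stop; fluorescence Ex 365/Em 440, Hill-fit AC50.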
GAA glycogen = GAA glycogen-cleavage inhibition or activation; Potency, µM (titrated, usually from 76.4 µM), without a hit: top-dose activity change, negative = inhibition, most hits filed as inhibitors; AID 2100; recombinant GAA, glycogen substrate, Amplex Red glucose oxidase fluorescence; P10253; 300,000 compounds, 0.38% hits;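 also: 0% = full enzyme reaction and -100% = no-enzyme basal signal; the screen sought inhibitors and activators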
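Natural-substrate format: glycogen cleavage by 4 nM human enzyme, glucose read by Amplex Red coupling (Ex 573, Em 610 nm). Normalized to enzyme and no-enzyme controls.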
Tau fluor cs = counter-screen for tau fibril formation inhibitors. tau K18 P301L Alexa594 fluorescence, heparin fibrillization. Potency, µM (series often up to 57.7 µM), for inactives: top-dose activity change, negative = decrease. 280,000 compounds, 0.93% hits; also: % is scaled to controls: 0 for no effect and ±100 for the full control effect; nearly all actives have a fitted effect of over 55% in size
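Human tau K18 P301L (15 uM unlabeled, 0.24 uM Alexa 594-labeled) in 100 mM sodium acetate pH 7 with 20 uM heparin, 6 hr at 37 C. ThT 30 uM added, 1 hr ambient; Alexa 594 FP and total fluorescence read at 555/632 nm.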
NPSR antagonist = neuropeptide S receptor (human) antagonism, cAMP | Q6W5P4 | CHO-NPSR cells, cAMP TR-FRET, antagonist mode | Potency, µM (doses to about 38.3 µM), without a hit: top-dose activity change, negative = inhibition, usual class: inhibitors | 220,000 compounds, 1% hits; also: % is scaled to controls: 0 for no effect and ±100 for the full control effect; nearly all actives have a fitted effect of over 50% in size; many of its hits are not listed in these tables
Target sequence (Q6W5P4 whole entry, looked up): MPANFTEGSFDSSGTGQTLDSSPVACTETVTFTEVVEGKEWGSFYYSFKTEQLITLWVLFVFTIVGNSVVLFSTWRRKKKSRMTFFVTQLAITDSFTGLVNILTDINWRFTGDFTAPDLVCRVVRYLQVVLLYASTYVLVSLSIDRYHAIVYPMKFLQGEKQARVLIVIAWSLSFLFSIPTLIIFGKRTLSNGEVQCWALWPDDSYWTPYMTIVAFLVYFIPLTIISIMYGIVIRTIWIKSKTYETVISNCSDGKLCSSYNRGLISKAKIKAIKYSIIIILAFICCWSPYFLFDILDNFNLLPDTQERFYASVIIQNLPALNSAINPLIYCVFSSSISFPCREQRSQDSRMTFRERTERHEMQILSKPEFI
ALDH1A1 inh = inhibitors of human aldehyde dehydrogenase 1A1; Potency, µM (titrated, usually from 75.3 µM), for inactives: top-dose activity, negative = inhibition, actives largely listed as inhibitors; Purified ALDH1A1, NADH fluorescence, propionaldehyde substrate; 220,000 compounds, 7.3% hits; active = well fitted inhibition curve with a large enough effect, not every such curve was filed as active; inconclusive = small, poorly fitted or top-dose-only effect, or another doubt; inactive = no such curve, though single readings can be large or run the other way;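 also: plate controls were no enzyme wells and a reference inhibitor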
The depositor's hits bear a star; ? = inconclusive; · = no result given; [ ] = dose if it differs, or a comment. Unless noted, calls follow the shape of the dose curve; as a rule, active = well fitted curve in the direction sought with a large enough effect; inconclusive = small, poorly fitted or top-dose-only effect, or another doubt; inactive = no such curve, though single readings can be large; an effect the other way counts as inactive or inconclusive. Potency is read from the fitted curve at half-maximal effect. A portion of the library (hit frequency here may not be typical).

| nr | molecule | aGlu spleen mod | GAA glycogen | Epigenetic derep | GLA spleen mod |
| --- | --- | --- | --- | --- | --- |
| 1 | COc1cc(NC(=O)CN2C(=O)c3ccccc3Sc3ccc(C(=O)N4CCOCC4)cc32)cc(OC)c1OC | -3% | -5% | -0.3% | -4% |
| 2 | Cc1cc(C(=O)OCC(=O)Nc2nc(-c3ccccc3)cs2)c(C)o1 | 5% | -9% | -0.1% | 4% |
| 3 | Nc1cccc(-c2cc(-c3ccccc3)nc(-c3cccc(N)c3)n2)c1 | -4% | 11% | 0.0% | 9% |
| 4 | Cc1cc(=O)oc2cc(OC(=O)c3ccccc3)ccc12 | ? | -1% | -3.0% | ? |
| 5 | COc1ccc(N(CC(=O)NCCc2ccc(Cl)cc2)S(=O)(=O)c2c(C)[nH]c(=O)[nH]c2=O)cc1 | 9% | 4% | -1.2% | 9% |
| 6 | Cc1nc2cc(C(=O)NCc3ccc4c(c3)OCO4)ccc2n1-c1ccc(Br)cc1 | -6% | 1% | 1.0% | -2% |
| 7 | Cc1ccc2cc(CN(Cc3nnnn3C3CCCCC3)CC3CCCO3)c(=O)[nH]c2c1 (configuration not stated) | -11% | -2% | -3.0% | -7% |
| 8 | Cc1cc(C)cc(NC(=O)COC(=O)CCCC2=NS(=O)(=O)c3ccccc3N2)c1 | 2% | -7% | -0.2% | 2% |
| 9 | CCCCC(=O)NCCc1cc2c(OC)ccc(OC)c2[nH]c1=O | 0% | 4% | -1.1% | 9% |
| 10 | O=C(C1CCC1)N1CCc2cc(S(=O)(=O)NC3CCCc4ccccc43)ccc21 (configuration not stated) | -1% | 4% | 0.0% | 3% |
| 11 | O=C1C2C3C=CC(C3)C2C(=O)N1/N=C/c1cc(Br)cc([N+](=O)[O-])c1O (configuration not stated) | -1% | 6% | 0.0% | -25% |
| 12 | COc1ccc(/C=C(\NC(=O)c2cccs2)C(=O)Nc2ccc(C)cc2)cc1OC | -11% | 2% | -1.8% | -6% |

| nr | Tau fluor cs | ALDH1A1 inh | GAA inh | NPSR antagonist |
| --- | --- | --- | --- | --- |
| 1 | -14% | 2% | -28% | -38% |
| 2 | -1% | 2% | -1% | -22%[46.1 µM] |
| 3 | 2.5µM*[quencher] | ? | 10% | -43% |
| 4 | -11% | ? | ? | -13% |
| 5 | -2% | -4% | 8% | 4% |
| 6 | 0% | -7% | 0% | -5% |
| 7 | 7% | 8.9µM* | -7% | -25%[46.1 µM] |
| 8 | -20% | 11% | -5% | 8% |
| 9 | -1% | -5% | 3% | -2%[46.1 µM] |
| 10 | -9% | -9% | -7% | ? |
| 11 | -15% | ? | -3% | -7%[46.1 µM] |
| 12 | -15% | 19% | -3% | 0% |

Sorted by the number under Epigenetic derep (falling): some entries from above
| item | Molecule | Epigenetic derep |
| --- | --- | --- |
| 6 | Cc1nc2cc(C(=O)NCc3ccc4c(c3)OCO4)ccc2n1-c1ccc(Br)cc1 | 1.0% |
| 3 | Nc1cccc(-c2cc(-c3ccccc3)nc(-c3cccc(N)c3)n2)c1 | 0.0% |
| 2 | Cc1cc(C(=O)OCC(=O)Nc2nc(-c3ccccc3)cs2)c(C)o1 | -0.1% |
| 12 | COc1ccc(/C=C(\NC(=O)c2cccs2)C(=O)Nc2ccc(C)cc2)cc1OC | -1.8% |

Limited to GAA inh, GAA glycogen and aGlu spleen mod, for two of the compounds above:
no.	canonical_smiles	GAA inh	GAA glycogen	aGlu spleen mod
6	Cc1nc2cc(C(=O)NCc3ccc4c(c3)OCO4)ccc2n1-c1ccc(Br)cc1	0%	1%	-6%
7	Cc1ccc2cc(CN(Cc3nnnn3C3CCCCC3)CC3CCCO3)c(=O)[nH]c2c1 (configuration not stated)	-7%	-2%	-11%

(next part)
| nr | molecule | aGlu spleen mod | GAA glycogen | Epigenetic derep | GLA spleen mod |
| --- | --- | --- | --- | --- | --- |
| 13 | COc1ccc(CCn2c(C3CCCCC3)nc3c(c(=O)c4ccccc4n3C)c2=O)cc1OC | 1% | 2% | -0.3% | -6% |
| 14 | COc1cccc(NC(=S)NCc2cccs2)c1 | -7% | 0% | -1.8% | -13% |
| 15 | CC1CCCC(C)N1/N=C/c1ccccc1C(=O)O (configuration not stated) | -10% | -3% | 0.0% | -9% |
| 16 | N#CCc1ccc(NC(=O)/C=C/c2ccc([N+](=O)[O-])o2)cc1 | -34% | -10% | ? | -3% |
| 17 | CC(Nc1nc(N2CCN(S(C)(=O)=O)CC2)nc2ccccc12)c1ccccc1 (configuration not stated) | 16% | -3% | 0.0% | ? |
| 18 | CC(/C=C1\N=C(SCc2ccccc2Cl)SC1=O)=C\c1ccccc1 | -4% | -4% | -1.1% | -9% |
| 19 | Cc1cc(C)c(C(=O)Nc2cccc(F)c2)c(Cl)n1 | 0% | -7% | 6.3% | -4% |
| 20 | Cc1cc(NC(=O)C2CCCN2C(=O)Nc2cccc(Cl)c2)ccc1-n1cnnn1 (configuration not stated) | -9% | -5% | 2.2% | -1% |
| 21 | COC(=O)c1ccc(C#Cc2ccccc2)o1 | 1% | 0% | 1.0% | 8% |
| 22 | CC(C)COc1ccc(C(=O)NC(CC(C)C)C(=O)O)cc1 (configuration not stated) | -12% | 18% | -8.2% | 1% |
| 23 | Cc1n[nH]c(C)c1CCC(=O)N/N=C/c1cccs1 | 0% | 5% | -1.0% | 8% |
| 24 | CCOCCCNC(=O)c1cccs1 | 0% | 7% | -1.0% | 4% |

| nr | Tau fluor cs | ALDH1A1 inh | GAA inh | NPSR antagonist |
| --- | --- | --- | --- | --- |
| 13 | -3% | 4% | -8% | 32% |
| 14 | 5% | -9% | 3% | 6% |
| 15 | -2% | ? | 5% | 3% |
| 16 | -29% | 20µM* | -5% | 6.3µM* |
| 17 | -16% | ? | ? | -9%[46.1 µM] |
| 18 | -6% | ? | 12% | -6%[46.1 µM] |
| 19 | -1% | -3% | -7% | 5% |
| 20 | 9% | ? | 9% | 21% |
| 21 | -15% | ? | -1% | -4% |
| 22 | -3% | 2% | 10% | 0%[46.1 µM] |
| 23 | -27% | · | · | -1% |
| 24 | -12% | 12% | -8% | -6%[46.1 µM] |

Continuation:
| nr | molecule | aGlu spleen mod | GAA glycogen | Epigenetic derep | GLA spleen mod |
| --- | --- | --- | --- | --- | --- |
| 25 | Cc1ccc(N2C(=O)Nc3ccccc3C2(O)C(=O)N2CCN(c3ccccn3)CC2)cc1C (configuration not stated) | · | 7% | -1.1% | 5% |
| 26 | O=C(Cn1nnc2ccccc2c1=O)N[C@@H](Cc1ccccc1)C(=O)O | -5% | 0% | 8.7% | -3% |
| 27 | Cc1csc2ncnc(NC3CCN(Cc4ccccc4)CC3)c12 | -4% | 9% | 1.1% | 0% |
| 28 | CN(C)S(=O)(=O)c1cc(NC(=O)COC(=O)C2COc3ccccc3O2)ccc1Cl (configuration not stated) | 2% | -8% | -0.1% | -1% |
| 29 | Nc1nnc(SCC(=O)Nc2cc(S(=O)(=O)N3CCOCC3)ccc2Cl)s1 | -14% | ? | -0.4% | -3% |
| 30 | CC1(C)NC(=O)N(CC(O)CN2CCCCC2)C1=O (configuration not stated) | -12% | 7% | 0.9% | -1% |
| 31 | COC(=O)c1cnn(-c2ccc(Cl)cc2)c1/C=N/NC(N)=S | 7% | 2% | 1.4% | 6% |
| 32 | CCCCOC(=O)Nc1nnc(CC)s1 | 2% | 2% | 0.8% | 13% |
| 33 | c1ccc(N2CCCCC2)c(NC2=NCCC2)c1 | -1% | 2% | -4.1% | 3% |
| 34 | COc1cc(C(=O)NCc2ccc(-c3nc4ccccc4o3)cc2)cc(OC)c1OC | -7% | 7% | -1.7% | 2% |
| 35 | Cc1ccc(C)c(OCc2ccc(C(=O)N3N=C(C(F)F)CC3(O)C(F)F)o2)c1 (configuration not stated) | 0% | 11% | 8.0% | -7% |
| 36 | CCN(CC)C(=O)Cn1cc(SCC(=O)NCc2ccco2)c2ccccc21 | · | -4% | 0.2% | 3% |

| nr | Tau fluor cs | ALDH1A1 inh | GAA inh | NPSR antagonist |
| --- | --- | --- | --- | --- |
| 25 | 0% | -9% | -2% | -18% |
| 26 | 8% | · | · | 28% |
| 27 | -1% | -3% | -11% | 7% |
| 28 | -21% | ? | -3% | 7% |
| 29 | -7% | ? | ? | 3% |
| 30 | 6% | -2% | -8% | 10%[46.1 µM] |
| 31 | -11% | · | · | 22%[7.67 µM] |
| 32 | 0% | -4% | -7% | 9%[46.1 µM] |
| 33 | 5% | -1% | 0% | -7%[46.1 µM] |
| 34 | -1% | 1% | -3% | -5%[46.1 µM] |
| 35 | -23% | 2% | -4% | -33% |
| 36 | -1% | ? | 6% | 1% |

(cont.)
| nr | molecule | aGlu spleen mod | GAA glycogen | Epigenetic derep | GLA spleen mod |
| --- | --- | --- | --- | --- | --- |
| 37 | COc1cc(CNn2cn[nH]c2=S)cc(Br)c1OCc1ccccc1F | -22% | ? | 2.5% | 4% |
| 38 | O=C(NCC(=O)N(CC1CCCO1)C1(C(=O)NC2CCCCC2)CCCCC1)c1ccccc1 (configuration not stated) | -7% | 17% | -1.5% | 7% |
| 39 | Cc1ncsc1CCOC(=O)C1C2CC3CC(C2)CC1C3 (configuration not stated) | -6% | -3% | -0.9% | 2% |
| 40 | CCOc1ccc(CN2CCN(C(=O)c3cccc(F)c3)CC2)cc1 | 1% | 4% | 0.0% | 4% |
| 41 | O=C(CC1Sc2ccccc2NC1=O)Nc1cccnc1 (configuration not stated) | -3% | 3% | 2.3% | 2% |
| 42 | COc1ccccc1N1CCN(C(=O)C2CCC(Cn3c(=S)[nH]c4ccccc4c3=O)CC2)CC1 (configuration not stated) | 2% | -6% | -2.0% | -12% |

| nr | Tau fluor cs | ALDH1A1 inh | GAA inh | NPSR antagonist |
| --- | --- | --- | --- | --- |
| 37 | -21% | -7% | 4% | -37% |
| 38 | -13% | 3% | -12% | -13%[46.1 µM] |
| 39 | 3% | ? | 1% | ? |
| 40 | -3% | ? | -13% | 10%[46.1 µM] |
| 41 | -2% | 5% | -2% | 12% |
| 42 | -27% | -10% | -8% | -20%[46.1 µM] |

From PubChem BioAssay
